Screening results from PubChem.
SRC2 inh – inhibits human steroid receptor coactivator 2. HEK293 GAL4-SRC2 luciferase reporter, luminescence. inhibition, % at 9 µM. 0.17% of 370,000 active;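 active = inhibition above the mean inhibition of all tested compounds plus 3 SD, set per campaign, cut at about 52% in these data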;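 note: 0% = DMSO treated cells and 100% = cells given Gossypol at 36 µM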
COUP-TFII inh – blocks human COUP-TFII nuclear receptor. inhibition, % at 8.6 µM. HEK293T NGFI-A luciferase reporter, luminescence. 0.7% of 370,000 active;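 active = inhibition above a per-plate cutoff, mean inhibition of test wells between control levels plus 3 SD, cut at about 38% in these data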;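 note: cells cotransfected with COUP-TFII expression vector driving the NGFI-A reporter; 0% = median of COUP-TF2 test wells and 100% = reporter-only cells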
TWEAK-Fn14 inh – TWEAK-Fn14 signaling inhibition. inhibition, % at 10 µM. TWEAK-stimulated Fn14 reporter cells, luciferase luminescence, 8 h. 2% of 360,000 active; in the data active = inhibition above about 50%
C8 TRAIL sens – sensitizes caspase-8 expressing cells to TRAIL. NB7+C8 cells + TRAIL, ATPlite viability luminescence. inhibition (viability loss, TRAIL sensitization), % at 10 µM. 1% of 360,000 active;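 active = compounds causing at least 50% loss of cell viability in the single-dose screen, relative to plate controls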
TROY signal inh – inhibitors of TROY-dependent NF-kB signaling. inhibition, % at 10 µM. Q293 LMP1-TROYcd NF-kB luciferase reporter, 4 h. 0.98% of 360,000 active;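 active = compounds whose plate-normalised and pattern-corrected inhibition of the luciferase reporter signal at the single screening dose is 50% or more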
LRH-1 inv ag – NR5A2 inverse agonism in reporter assay; O00482; AID 602396; inhibition, % at 3.6 µM; HEK293T StAR-luciferase reporter, LRH-1 transfected, 24 h; 0.13% of 360,000 active;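 active = inhibition above the mean inhibition of all tested compounds plus 3 SD, cut at about 73% in these data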;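 note: 0% = DMSO wells and 100% = reporter-only cells lacking LRH-1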
KKLEB tox – CF airway cell cytotoxicity counter-screen. KKLEB CF airway cells viability, ATPlite luminescence, overnight; hits give low values; cells stimulated with P. aeruginosa culture filtrate. activity change (cytotoxicity), % at 5 µM. 0.36% of 360,000 active. AID 602141;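 active = corrected activity change at or below -50% at 5 µM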
SRC3 inh – inhibits human SRC3 coactivator. Q9Y6Q9. HEK293 GAL4-SRC3 luciferase reporter, luminescence. inhibition, % at 3.6 µM. 0.17% of 360,000 active;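 active = inhibition above a per-campaign cutoff, the mean of all compounds plus 3 SD, cut at about 60% in these data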;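 note: 0% = DMSO-treated cells and 100% = gossypol-treated cells at 36 µM; higher means less SRC3-driven luciferase light from the GAL4 reporter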
Target sequence (Q9Y6Q9 whole entry, looked up, the tested form may be a part): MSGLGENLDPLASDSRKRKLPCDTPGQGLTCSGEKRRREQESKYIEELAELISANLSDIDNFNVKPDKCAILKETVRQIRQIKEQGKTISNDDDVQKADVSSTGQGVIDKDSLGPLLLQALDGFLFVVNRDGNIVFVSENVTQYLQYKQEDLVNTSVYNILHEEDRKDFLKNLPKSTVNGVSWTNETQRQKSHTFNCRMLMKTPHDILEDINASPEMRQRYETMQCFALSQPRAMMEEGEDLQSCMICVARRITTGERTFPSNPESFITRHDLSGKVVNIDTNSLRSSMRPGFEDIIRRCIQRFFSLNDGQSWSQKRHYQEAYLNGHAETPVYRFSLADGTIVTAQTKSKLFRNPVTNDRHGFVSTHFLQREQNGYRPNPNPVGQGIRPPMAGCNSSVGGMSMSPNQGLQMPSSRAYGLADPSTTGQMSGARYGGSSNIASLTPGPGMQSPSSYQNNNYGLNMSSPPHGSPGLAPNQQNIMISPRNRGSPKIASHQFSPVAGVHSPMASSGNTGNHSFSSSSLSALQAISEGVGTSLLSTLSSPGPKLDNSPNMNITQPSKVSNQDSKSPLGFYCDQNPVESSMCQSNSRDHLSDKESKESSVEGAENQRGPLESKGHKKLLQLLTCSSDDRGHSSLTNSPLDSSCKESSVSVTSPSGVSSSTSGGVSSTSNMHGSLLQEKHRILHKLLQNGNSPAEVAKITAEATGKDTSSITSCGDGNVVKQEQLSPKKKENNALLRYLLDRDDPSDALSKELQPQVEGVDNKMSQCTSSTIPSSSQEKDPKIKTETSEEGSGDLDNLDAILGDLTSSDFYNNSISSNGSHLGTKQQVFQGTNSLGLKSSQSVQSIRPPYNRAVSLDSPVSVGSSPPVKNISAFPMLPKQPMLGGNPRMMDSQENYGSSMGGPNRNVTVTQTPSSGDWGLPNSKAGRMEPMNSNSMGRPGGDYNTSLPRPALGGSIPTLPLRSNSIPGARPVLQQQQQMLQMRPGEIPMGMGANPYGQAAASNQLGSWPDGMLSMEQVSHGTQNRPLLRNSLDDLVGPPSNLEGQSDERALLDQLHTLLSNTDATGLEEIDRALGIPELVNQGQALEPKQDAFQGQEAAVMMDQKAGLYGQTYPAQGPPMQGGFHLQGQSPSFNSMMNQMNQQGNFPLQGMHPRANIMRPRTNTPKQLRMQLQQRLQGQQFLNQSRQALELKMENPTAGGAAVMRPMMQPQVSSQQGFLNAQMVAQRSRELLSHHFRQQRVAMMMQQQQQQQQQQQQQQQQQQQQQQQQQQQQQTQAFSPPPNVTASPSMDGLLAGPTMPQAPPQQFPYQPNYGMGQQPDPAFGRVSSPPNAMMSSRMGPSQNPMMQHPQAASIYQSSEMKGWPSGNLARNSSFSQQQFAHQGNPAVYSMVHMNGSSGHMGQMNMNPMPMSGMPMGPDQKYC
CF NFkB inh – blocks PAF-induced NF-kB reporter in cystic fibrosis cells; 0.86% of 360,000 active; KKLEB NF-kB-GFP reporter, GFP fluorescence overnight; inhibition, % at 5 µM;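 active = at least 50% inhibition at 5 µM, scaled per plate between neutral and stimulator controls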;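 note: PAF is a Pseudomonas aeruginosa culture filtrate used as stimulus; plate controls were PAF-stimulated DMSO wells for no effect and unstimulated DMSO wells for full effect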
LMP1 NFkB inh – reduces LMP1-driven NF-kappaB luciferase signal. LMP1-induced NF-kappaB luciferase reporter cells, luminescence. inhibition, % at 12.5 µM. 0.69% of 350,000 active; in the data active = inhibition above about 41%;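 note: 0% = neutral control wells and 100% = reference inhibitor control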
NCOA1 inh – inhibitors of human steroid receptor coactivator 1 (SRC1); Q15788; HEK293 GAL4-SRC1 luciferase reporter, luminescence; inhibition, % at 3.6 µM; 0.12% of 360,000 active; AID 588354;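 active = inhibition above the campaign mean plus 3 SD, with each screening campaign given its own cutoff, cut at about 60% in these data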;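 note: 0% = DMSO treated cells and 100% = gossypol at 36 µM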
The depositor's hits bear a star; / = no result given.

Start of the data: the first 2 compounds, ahead of the listing:
no.	structure	SRC2 inh	COUP-TFII inh	TWEAK-Fn14 inh	C8 TRAIL sens	TROY signal inh	LRH-1 inv ag	KKLEB tox	SRC3 inh	CF NFkB inh	LMP1 NFkB inh	NCOA1 inh
1	CN(C(=O)CSc1nnc(C2CC2)n1C1CC1)C1(C#N)CCCCC1	-2.0	0.2	-6.0	0.3	5.3	6.8	-5.8	16.3	0.4	-11.3	-15.3
2	Nc1ncnc2c1ncn2[C@@H]1O[C@H](C(=O)N[C@H](CO)Cc2ccc(O)cc2)[C@@H](O)[C@H]1O	2.6	-11.4	7.5	19.9	12.3	6.0	4.0	-10.1	-15.2	/	0.0

Results, repeating the preview:
no.	structure	SRC2 inh	COUP-TFII inh	TWEAK-Fn14 inh	C8 TRAIL sens	TROY signal inh	LRH-1 inv ag	KKLEB tox	SRC3 inh	CF NFkB inh	LMP1 NFkB inh	NCOA1 inh
1	CN(C(=O)CSc1nnc(C2CC2)n1C1CC1)C1(C#N)CCCCC1	-2.0	0.2	-6.0	0.3	5.3	6.8	-5.8	16.3	0.4	-11.3	-15.3
2	Nc1ncnc2c1ncn2[C@@H]1O[C@H](C(=O)N[C@H](CO)Cc2ccc(O)cc2)[C@@H](O)[C@H]1O	2.6	-11.4	7.5	19.9	12.3	6.0	4.0	-10.1	-15.2	/	0.0
3	CCCNC(=O)c1cccc(COCC(F)(F)F)c1	-24.7	-1.3	-8.6	-8.8	-5.7	-12.3	-3.0	5.2	1.1	6.5	11.9
4	O=C(Cc1ccc(Cl)cc1)N/N=C/c1ccc(O)c(O)c1	-3.7	-13.6	-2.6	5.3	31.7	15.2	-1.0	1.0	-32.6	-10.8	2.0
5	Cn1c2ccsc2c2ncn(Cc3ccc(F)cc3)c(=O)c21	-12.1	-0.5	2.4	27.7	-23.3	10.7	-1.7	5.8	-3.6	-14.2	8.6
6	Cc1ccc(NC(=O)COC(=O)C2CC3CCCC(C2)C3=O)c([N+](=O)[O-])c1 (centres undefined)	-16.0	-17.9	13.3	6.1	13.5	-14.3	12.8	-15.6	-7.0	-5.0	5.0
7	COc1ccc(NC(=O)COC(=O)COc2cccc3c2OC(C)(C)C3)cc1	-2.1	-18.2	5.5	-2.2	7.1	4.5	6.8	16.8	-6.9	0.2	-4.2
8	Cc1ccc2c(c1)COc1c3ccc(C(=O)NCCO)cc3nn1-2	-67.9	-25.6	-5.2	32.5	-66.4	-139.0	-9.8	-100.8	-85.1	-32.5	-102.5
9	COc1ccc(N(CC(=O)Nc2cccnc2)S(C)(=O)=O)cc1	5.2	-8.5	-13.7	12.1	21.4	5.2	8.1	14.6	-18.0	-1.0	15.2
10	CCC(=O)NC(=S)NNC(=O)c1ccc(O)cc1	9.2	10.9	-1.8	-7.8	26.3	5.5	-0.8	10.4	-4.5	3.0	15.0
11	Cc1cccc(N2CCC(NCc3c(C(=O)N4CCCCC4)nc4c(C)cccn34)CC2)c1	-1.3	8.6	-26.5	-4.2	1.1	11.9	-12.2	5.8	15.5	7.2	-11.7
12	CC(C)N1CC(C(=O)Nc2cc(Cl)cc(Cl)c2)CC1=O (centres undefined)	-25.7	-17.0	-3.2	-12.7	-13.6	-0.8	-4.0	-1.0	-14.4	4.0	0.0
13	O=C(c1cc(-c2cccs2)nc2ccccc12)N1CCN(S(=O)(=O)c2cccc(F)c2)CC1	-8.5	-9.8	12.7	0.9	-7.4	-4.5	1.4	-14.6	-5.0	0.5	14.3
14	CCCCC1CCC(c2nc(-c3cccnc3)no2)CC1 (centres undefined)	15.4	13.4	-15.4	-11.5	-18.1	8.2	-0.1	1.4	12.0	-15.3	-4.9
15	CCCn1c(O)c(N=NC(=O)c2ccco2)c2ccccc21	-8.2	-3.7	29.2	8.8	-8.0	-4.9	1.7	8.6	-20.3	-5.3	-7.9
16	Cc1cccc(CCNC(=O)C2CCN(S(=O)(=O)c3cccc4nsnc34)CC2)c1	-0.8	6.9	14.1	-7.1	8.3	-19.7	8.8	10.7	-5.7	-3.8	1.0
17	Cc1ccc(O)c(NC(=O)c2cccc(S(=O)(=O)N3CCCCC3)c2)c1	3.4	-1.7	1.2	-3.9	-29.2	-3.9	-4.0	-41.5	5.2	-17.5	-36.0
18	O=[N+]([O-])c1cccc(/C=N/NC2=NCCCCC2)c1	-1.4	-19.4	-12.5	0.7	-8.5	-41.8	4.0	-36.0	1.7	-21.2	-44.5
19	CC(OC(=O)Cn1cnc2ccccc2c1=O)C(=O)N(C)c1ccccc1 (centres undefined)	-3.0	-1.5	13.8	5.8	8.2	5.9	-3.3	-27.7	4.6	0.9	-12.8
20	O=C(N/N=C/C=C/c1ccco1)c1ccccc1Cl	-27.5	8.7	4.6	-4.5	6.8	-3.0	5.8	3.2	10.3	-9.3	-37.3
21	Nc1ccc(Cc2ccc([N+](=O)[O-])cc2)cc1	15.2	-21.1	-10.2	4.3	-2.2	14.9	4.5	-11.0	-9.9	-1.7	-9.5
22	COc1ccc(/C=N/N2CCN(C)CC2)cc1O	-26.1	7.7	11.0	-10.8	-3.7	8.0	6.6	1.8	1.3	-14.7	-22.5
23	O=C(NCc1ccccc1)c1ccc2c(=O)n(CC3CCCO3)c(=S)[nH]c2c1 (centres undefined)	-0.6	2.0	-5.5	7.0	-2.5	6.1	-5.5	0.1	0.9	-6.6	3.4
24	CCSc1nnc2ccc(-c3ccc(OC)c(OC)c3)nn12	-28.8	-43.4	-56.2	-7.9	-1.8	33.8	-26.8	-9.1	6.0	0.4	-32.5
25	O=C(CCNS(=O)(=O)c1ccc(Br)s1)NCc1ccc2c(c1)OCO2	0.1	-8.8	-2.8	-3.1	-9.7	6.8	-0.1	1.0	-6.2	2.2	7.9
26	Brc1cnc(N2CCCC2)nc1N1CCOCC1	-2.6	-2.8	7.2	-20.9	48.3	-18.8	-18.0	-1.3	-3.6	-5.5	11.6
27	COc1ccc(C(=O)N/C(=C\c2ccc(OC)c(OC)c2)C(=O)N2CCCCC2)cc1	-20.8	-7.3	9.3	-9.1	-0.8	23.1	4.5	11.8	-2.8	0.8	7.8
28	Clc1cccc(N/N=C(\Cc2nc3ccccc3[nH]2)c2ccccc2)c1	-16.4	-2.2	14.9	1.8	-31.4	-31.2	-17.5	-6.2	14.2	-20.1	-8.3
29	CC(C)c1ccc(CC(=O)N2CCC2(C)C(=O)NS(=O)(=O)c2cccc(OC(F)F)c2)cc1 (centres undefined)	3.4	13.3	10.3	-19.8	-13.1	13.4	1.8	11.3	5.5	/	-9.8
30	Cc1cc(C)cc(OCC(=O)Nc2nc3ccc([N+](=O)[O-])cc3s2)c1	9.0	9.7	11.4	-17.2	-10.6	-0.7	-3.1	-20.6	25.4	-14.4	-3.6
31	COC(=O)Cn1cnc2sc(C)c(S(=O)(=O)N3CCN(c4ccccc4OC)CC3)c2c1=O	-12.9	0.5	-0.5	5.9	6.5	-8.4	-1.6	-3.0	8.4	-11.6	-10.7
32	CSc1ccc(C(=O)C2CCCN(C(=O)c3cc4cc(F)ccc4[nH]3)C2)cc1 (centres undefined)	-33.8	2.9	-5.3	-9.6	5.8	-12.5	-6.9	1.7	0.4	-8.2	-33.7
33	C=CCN(CC=C)CCCOc1ccc(C)cc1OC	-2.6	0.8	-7.7	-1.1	-14.9	-4.3	5.9	-23.3	-10.6	-1.5	-14.7
34	NC(=O)/C(N=Nc1ccccc1)=N/Nc1ccccc1	-22.8	-10.9	-8.3	-2.9	-25.3	-14.0	35.7	-22.0	-33.0	-4.7	-6.9
35	O=C(Nc1ccc2nn(-c3ccccc3)nc2c1)c1ccc(Br)o1	0.6	-2.2	-7.0	-5.9	-21.9	-19.7	13.0	-20.6	-0.9	-13.0	-20.3
36	COc1ccc(/C=N/c2c(-c3ccco3)nc3ccccn23)cc1OC	-9.0	6.7	8.6	6.1	-14.7	0.8	-8.9	-4.5	3.2	8.2	-2.2
37	COc1cc(CNCc2ccncc2)ccc1OCC(N)=O	13.0	2.3	10.0	7.8	10.3	4.4	12.0	-17.1	-22.7	6.5	-9.1
38	CSCCC1(C(=O)O)NC(c2ccccc2O)C2C(=O)N(C(C)C)C(=O)C21 (centres undefined)	-31.6	-5.3	10.6	-6.3	11.6	-2.1	6.9	-21.8	-16.1	-1.6	-9.8
39	CCCCC1(C)OC(=O)C(=Cc2ccc(N(CC)CC)cc2)C(=O)O1 (centres undefined)	0.5	-7.6	2.4	-22.5	5.3	11.1	-4.2	12.2	-13.5	-3.3	-15.6
40	CCCCNC(=O)c1cc2cccc([N+](=O)[O-])c2[nH]1	-45.2	-15.3	2.3	-7.4	-14.1	-5.0	0.0	-8.8	0.7	-4.4	2.1
41	Cc1ccc(CNC(=O)CCNC(=O)N2CCn3c2nc2ccccc23)cc1	5.2	-16.9	-11.5	3.6	6.0	7.0	-7.3	22.9	-2.3	0.4	13.6
42	O=C(Cn1c(=O)n(CCCC(=O)NC2CCCC2)c(=O)c2ccccc21)NCCC1=CCCCC1	-6.5	-3.5	12.1	-6.7	-17.2	-5.2	-1.6	14.4	2.1	-11.1	10.9
43	Cc1cccc([N+](=O)[O-])c1C(=O)O	-9.3	-9.9	6.9	10.4	-8.8	6.8	0.6	16.5	-11.7	-0.9	2.3
44	CCOC(=O)c1c(S(=O)(=O)NCC(=O)Nc2cccc(C)n2)c(C)n(C)c1C	27.5	-1.4	4.7	-7.2	-17.6	-2.0	-0.3	4.1	-10.6	-0.1	-23.4
45	CCCN(CCC)C(=O)Cn1c(=O)n(CCCCC(=O)NCc2ccco2)c(=O)c2ccccc21	-0.6	10.0	-2.3	-9.2	11.1	0.1	2.6	-5.0	6.1	-8.3	-1.2
46	Cc1noc(C)c1COC(=O)CCC(=O)c1ccc(F)cc1	0.0	7.5	3.0	-23.0	10.2	16.0	-0.8	-12.2	7.5	-2.6	1.2
